# Assay outcomes deposited in PubChem by National Center for Advancing Translational Sciences (NCATS).
# Tau ThT inhib: inhibitors of human tau fibril formation, thioflavin T binding. actives 2.1% (n = 270,000). Potency, µM (doses to about 57.4 µM), for the others: at the top dose activity, negative = inhibition, most hits filed as inhibitors. P10636. recombinant tau K18 P301L (four-repeat tau fragment), heparin-induced fibrillization, ThT fluorescence; further: nearly all actives have a fitted effect of over 55% in size
# Target sequence (P10636 561-689 P618L limits assumed): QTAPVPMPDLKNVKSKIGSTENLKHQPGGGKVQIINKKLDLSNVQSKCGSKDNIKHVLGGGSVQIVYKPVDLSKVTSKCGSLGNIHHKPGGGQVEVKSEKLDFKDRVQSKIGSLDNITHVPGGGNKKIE
#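 Heparin-induced fibrillization of the P301L-mutant K18 repeat-domain fragment of human tau was followed by ThT binding in quantitative high-throughput format.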
# TRb-SRC2 inh: TRbeta-SRC2 interaction inhibition; TRbeta-SRC2 peptide binding, fluorescence polarization; receptor liganded with 1 µM T3; actives 0.065% (n = 280,000); Potency, µM (doses to about 106 µM), without a hit: at the highest dose activity change, negative = inhibition, most hits filed as inhibitors; P10828; AID 1469;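 further: plate controls were bound peptide for no effect and peptide without receptor for full effect; nearly all actives have a fitted effect of over 50% in size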
#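 Polarization signal, normalized between peptide-alone and full complex controls, measured compound effects on T3-liganded human TRb LBD (0.6 uM) binding 20 nM Texas Red SRC2 peptide after 5 hr.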
# GoLoco inh red: blocks human Gai1 binding to RGS12 GoLoco peptide, red readout | P63096 | Gai1:RGS12 GoLoco peptide FP, rhodamine, 10 min | Potency, µM (highest dose often 61.6 µM), for the others: at the highest dose activity, negative = inhibition, most hits filed as inhibitors | actives 0.44% (n = 230,000); active means well fitted inhibition curve with a large enough effect, not every such curve was filed as active; inactive means no such curve, though single readings can be large or run the other way; further: nearly all actives have a fitted effect of over 30% in size; many of its hits are not listed in these tables
# KDM4E inh: blocks human JMJD2E demethylase activity. B2RXH2. Potency, µM (series often up to 57.1 µM), for inactives: at the highest dose activity change, negative = inhibition, usual class: inhibitors. JMJD2E catalytic domain, FDH-coupled NADH fluorescence (FDH is formaldehyde dehydrogenase). actives 1.6% (n = 230,000); active means well fitted inhibition curve with a large enough effect, not every such curve was filed as active; inconclusive means small, poorly fitted or top-dose-only effect, or another doubt; inactive means no such curve, though single readings can be large or run the other way;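 further: 0% = wells with enzyme and -100% = buffer wells without enzyme; nearly all actives have a fitted effect of over 50% in size; many of its hits are not listed in these tables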
# Tau fibril FP: inhibitors of human tau fibril formation; P10636; actives 0.39% (n = 280,000); AID 1468; K18 P301L tau heparin fibrillization, Alexa594 FP, 6 h; Potency, µM (top dose mostly 57.7 µM), for the others: at the highest dose activity, negative = inhibition, hits mostly inhibitors; further: nearly all actives have a fitted effect of over 55% in size
#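 Human K18 P301L fragment (15 uM unlabeled plus 0.24 uM Alexa 594-labeled) in 100 mM sodium acetate pH 7 with compound, aggregation induced by 20 uM heparin for 6 hr at 37 C. ThT (30 uM) added for 1 hr, then Alexa 594 FP read.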
# RECQ1 inh: blocks DNA unwinding by human RECQ1 | P46063 | RECQ1 DNA unwinding, red fluorescence kinetic read | Potency, µM (titrated, usually from 57.3 µM), for the others: top-dose activity, negative = inhibition, usual class: inhibitors | actives 0.54% (n = 240,000);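 further: plate controls were vehicle for no effect and no enzyme for full effect; nearly all actives have a fitted effect of over 30% in size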
#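 50 nM RECQ1T1 preincubated 15 min with compound in Tris pH 8.0 buffer with MgCl2, DTT, Tween-20 and 2.5 ug/ml poly(dI-dC); started with 200 nM TAMRA/BHQ-2 forked duplex and 2 mM ATP. Unwinding read as fluorescence (525/598 nm), two reads 2 h apart.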
# L3MBTL1 block: L3MBTL1 (human) inhibition; actives 0.66% (n = 230,000); AlphaScreen L3MBTL1–H3K9me1 peptide binding; Potency, µM (top dose mostly 57.1 µM), without a hit: at the top dose activity, negative = inhibition, usual class: inhibitors; further: nearly all actives have a fitted effect of over 60% in size
# Target sequence (Q9Y468 whole entry, looked up): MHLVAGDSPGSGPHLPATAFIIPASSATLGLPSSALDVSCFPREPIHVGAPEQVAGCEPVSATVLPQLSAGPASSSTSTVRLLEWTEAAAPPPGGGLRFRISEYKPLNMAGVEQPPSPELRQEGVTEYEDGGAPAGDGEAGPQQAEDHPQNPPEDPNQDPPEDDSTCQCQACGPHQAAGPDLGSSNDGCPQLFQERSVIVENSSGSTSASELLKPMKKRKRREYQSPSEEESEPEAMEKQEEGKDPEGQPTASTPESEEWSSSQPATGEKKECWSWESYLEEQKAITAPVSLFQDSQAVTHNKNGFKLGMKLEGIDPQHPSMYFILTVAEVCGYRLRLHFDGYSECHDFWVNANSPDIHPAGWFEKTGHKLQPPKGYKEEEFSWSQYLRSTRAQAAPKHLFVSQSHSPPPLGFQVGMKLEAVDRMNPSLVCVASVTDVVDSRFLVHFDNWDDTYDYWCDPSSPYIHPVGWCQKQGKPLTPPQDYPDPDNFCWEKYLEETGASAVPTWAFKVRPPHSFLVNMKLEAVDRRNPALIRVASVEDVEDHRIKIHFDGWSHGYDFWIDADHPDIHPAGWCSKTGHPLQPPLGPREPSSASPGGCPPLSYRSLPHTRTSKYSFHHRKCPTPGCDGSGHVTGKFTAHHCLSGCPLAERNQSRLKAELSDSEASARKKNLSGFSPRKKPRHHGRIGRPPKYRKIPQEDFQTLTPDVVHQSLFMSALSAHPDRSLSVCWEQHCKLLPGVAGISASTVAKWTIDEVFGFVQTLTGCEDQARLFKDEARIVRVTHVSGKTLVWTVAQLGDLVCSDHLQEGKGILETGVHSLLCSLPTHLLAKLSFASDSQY
#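 AlphaScreen assay: L3MBTL1 (50 nM final) was preincubated 30 min at room temperature with biotinylated H3(1-15)K9me1 peptide (75 nM final), then 30 min with library compounds; streptavidin donor and nickel chelate acceptor beads (10 ug/mL final) added, 30 min dark.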
# TexasRed fluor: Texas Red fluorescence interference in TRb-SRC2 counter-screen. TRb/SRC2 Texas Red total fluorescence interference. Potency, µM (top dose mostly 106 µM), without a hit: at the highest dose fluorescence change, negative = quenching. actives 0.29% (n = 280,000). AID 1479; active means well fitted curve in either direction with a large enough effect; inconclusive means small, poorly fitted or top-dose-only effect
#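 Flags fluorescent or light-absorbing compounds by total fluorescence, S + 2P, at 555 nm excitation and 632 nm emission. Mixture: 20 nM Texas Red SRC2 peptide, 0.6 uM human TRb LBD, 1 uM T3, 5% DMSO; compound exposure 5 h at ambient temperature.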
# An asterisk follows results filed as active; i = inactive; ? = inconclusive; . = not tested or not shown; [ ] = another dose, or the depositor's remark. Unless noted, the call rests on the fitted dose curve; in most records, active means well fitted curve in the direction sought with a large enough effect; inconclusive means small, poorly fitted or top-dose-only effect, or another doubt; inactive means no such curve, though single readings can be large; an effect the other way counts as inactive or inconclusive. Unless noted, on the % scale 0 is the no-effect control and ±100 the full control effect; potency means the concentration at half of the fitted maximal effect. Only part of the results is shown (hit frequency here may not be typical).
SMILES,Tau ThT inhib,TRb-SRC2 inh,GoLoco inh red,KDM4E inh,Tau fibril FP,RECQ1 inh,L3MBTL1 block,TexasRed fluor
COc1ccc(/C=N/NC(=O)CCCOc2ccc(Cl)cc2Cl)cc1,?,1%,2%,5%,-13%,-2%,1%,-3%
Cc1ccccc1NC(=O)COC(=O)/C=C/c1cccc(C(F)(F)F)c1,-7%,-2%,4%,10%,-7%,i,9%,-1%
O=C(NC1CCCC1)C(c1ccc(F)cc1)N(Cc1ccccc1Cl)C(=O)CCl (stereo unspecified),-6%,4%,-2%,7%,9%,-1%,9%,0%
O=C(O)C1=C[C@@H](O)[C@@H](O)[C@H](O)C1,3%,-6%,9%,-4%,-7%,i,.,-2%
Cc1ccc(C)c(N2C(=O)CS/C2=N\NC(=O)c2ccccc2Cl)c1,-4%,3%,5%,4%,-4%,-12%,.,-1%
Cn1c(CSCc2ccccc2)n[nH]c1=S,10%,2%[53 µM],7%,-6%,-7%,-9%,7%,-3%[53 µM]
CN(C)CCCC(C)(O)C(Cc1ccccc1)c1ccccc1 (stereo unspecified),4%,-4%,10%,-3%,2%,1%,-4%,1%
CS(=O)CCC(NS(=O)(=O)c1ccccc1)C(=O)O (stereo unspecified),1%,-7%,9%,-7%,6%,-10%,.,1%
CCc1ccc(-c2nc(CN3CCC(C(=O)N4CCN(c5ccccc5)CC4)CC3)c(C)o2)cc1,?,-5%,8%,-3%,2%,i,-7%,-3%
CCc1cccc(NC(=O)C(Cc2ccccc2)NS(=O)(=O)c2ccc3c(c2)oc(=O)n3C)c1 (stereo unspecified),6%,2%,.,.,-13%,.,.,1%
N#CC1=C(C2CC2)CC(c2ccccc2)C(C#N)=C1N (stereo unspecified),?,0%,-11%,?,?,-2%,-7%,1%
COc1ccc(CNc2nc3nc(C)cc(C)n3n2)cc1,10%,-3%,1%,31%,6%,i,7%,0%

# Part of the list above, as tab-separated lines.
mol	Tau ThT inhib	TRb-SRC2 inh	GoLoco inh red	KDM4E inh	Tau fibril FP	RECQ1 inh	L3MBTL1 block	TexasRed fluor
COc1ccc(/C=N/NC(=O)CCCOc2ccc(Cl)cc2Cl)cc1	?	1%	2%	5%	-13%	-2%	1%	-3%
Cc1ccccc1NC(=O)COC(=O)/C=C/c1cccc(C(F)(F)F)c1	-7%	-2%	4%	10%	-7%	i	9%	-1%
O=C(NC1CCCC1)C(c1ccc(F)cc1)N(Cc1ccccc1Cl)C(=O)CCl (stereo unspecified)	-6%	4%	-2%	7%	9%	-1%	9%	0%
O=C(O)C1=C[C@@H](O)[C@@H](O)[C@H](O)C1	3%	-6%	9%	-4%	-7%	i	.	-2%

# Additional structures:
SMILES,Tau ThT inhib,TRb-SRC2 inh,GoLoco inh red,KDM4E inh,Tau fibril FP,RECQ1 inh,L3MBTL1 block,TexasRed fluor
O=C1c2cccnc2C(Nc2ccc(Br)cc2Br)N1Cc1cccs1 (stereo unspecified),-5%,-1%,-9%,-10%,-2%,i,-10%,-3%
CC1=C(C(=O)Nc2ccccc2)C(C(C)C)n2nc(SCc3ccccc3C)nc2N1 (stereo unspecified),-8%,-4%,.,.,-9%,.,.,0%
COc1ccccc1N(CC(=O)NCC1CCCO1)C(=O)CNS(=O)(=O)c1ccccc1 (stereo unspecified),.,3%,5%,6%,-8%,-6%,.,-3%
O=C(Nc1ccccc1)c1ccc(Br)o1,-12%[81.4 µM],3%[201 µM],2%[88.7 µM],2%,9%[81.3 µM],-1%[81.1 µM],2%,0%[201 µM]
Cc1nnsc1C(=O)N/N=C/c1ccc(OC(F)(F)F)cc1,0%,-3%,7%,-2%,3%,-2%,-9%,-5%
COc1ccc(C2CC(=O)C(C=NCCN3CCNCC3)=C(O)C2)cc1OC (stereo unspecified),-19%,-5%,4%,1%,-8%,0%,1%,-2%
CCCP(=O)(CC(=O)N(CC)CC)c1ccccc1 (stereo unspecified),-9%,-5%,3%,3%,-3%,-7%,-2%,2%
Cc1ccc(-c2csc(NC(=O)Cn3cnc4c3c(=O)n(C)c(=O)n4C)n2)cc1C,?,1%,-14%,-3%,3%,13%,.,2%
O=S(=O)(Cc1ccccc1Cl)N1CCCCC1,?,3%,.,?,10%,i,13%,-3%
Cc1ccc(S(=O)(=O)Nc2ccc(-c3cn4ccc(C)cc4n3)cc2)cc1,?,1%,.,?,8%,-6%,-4%,-4%
COc1ccc(-c2csc(-c3ccccc3)n2)c(OC)c1,?,-1%,7%,-14%,?,i,.,-2%
COCCn1c(SCc2nc3ccccc3c(=O)[nH]2)nc2ccccc2c1=O,-11%,3%,12%,-4%,-1%,i,-4%,-1%
COc1cccc(NC(=O)c2cc(C(=O)Nc3cccc(OC)c3)n(C)n2)c1,-16%,-1%,7%,12%,?,4%,-2%,-15%
CCCCC(=O)Nc1sc(C(=O)N(CC)CC)c(C)c1C(=O)OC,?,-1%,-5%,1%,-6%,-2%,6%,-3%
OCCN(Cc1ccccc1)C(=S)Nc1ccc(Cl)cc1Cl,-7%,3%,-6%,1%,-13%,-12%,.,-5%
O=C(CSc1nc(-c2ccccc2)c(-c2ccccc2)o1)NC1CCS(=O)(=O)C1 (stereo unspecified),-3%,1%,7%,?,1%,-6%,-26%,-1%
CCC(C)NC(=O)CNC(=S)N(Cc1ccccc1)Cc1cccnc1 (stereo unspecified),-4%,-8%,-4%,5%,-10%,-3%,9%,0%
O=C(Cc1ccccc1[N+](=O)[O-])NCc1ccncc1,-12%,1%,9%,-7%,5%,2%,5%,-4%
C[n+]1ccc(/C=C/c2c[nH]c3ccccc23)cc1,?,-4%,0.56µM*,9%,5%,-5%,4%,-5%
O=c1[nH]c(Cc2ccc(Cl)cc2)nc2ccccc12,-3%,4%,3%,-6%,-1%,i,1%,0%
O=C(COC(=O)c1c2c(nc3ccccc13)CCN(Cc1ccccc1)C2)Nc1c(F)cccc1F,-2%,5%,9%,?,-8%,7%,-9%,1%
Cc1ccccc1NC(=O)CSc1nc(-c2ccccc2C)nc2cc(=O)[nH]n12,?,-11%,.,.,-14%,.,.,-1%
CSc1ccccc1C(=O)NCc1ccccc1C,-6%,0%,-4%,-2%,0%,i,1%,0%
O=C(NCCC1=CCCCC1)C1CCCN(c2nc3ccccc3o2)C1 (stereo unspecified),2%,-10%,6%,3%,0%,-7%,9%,0%
Cc1ccc(-c2nn(-c3ccccc3)cc2/C=C(\C#N)C(=O)NCc2ccccc2)cc1,-1%,-3%,-2%,13%,-12%,-2%,1%,0%
Cc1nn(-c2ccccc2)c2sc(C(=O)N(Cc3ccco3)C(C)C(=O)NC(C)(C)C)cc12 (stereo unspecified),-9%,-5%,-7%,-5%,-1%,-4%,2%[11.4 µM],-2%
Cc1ccsc1/C=N/NC(=O)c1ccc(-n2cccc2)cc1,?,-1%,25%,-1%,-9%,-5%,1%,-2%
C[C@@H]1C(=O)NC2=Nc3cccc(Cl)c3CN21,-5%,-5%,5%,8%,-3%,-7%,.,-2%
NNC(=O)CCn1nnc2ccccc21,?,3%,36%[activator],35%[activator],-6%,i,12%,-5%
COc1ccc(OCCNc2cc(N3CCCCC3)ccc2[N+](=O)[O-])cc1,?,.,0%,0%,?,-9%,-21%,.
CCOC(=O)C(NC(C)=O)C(=O)Nc1ccc(OC)cc1 (stereo unspecified),-5%,-1%,4%,9%,-4%,i,5%,-1%
COCCN(C(=O)Cc1cccs1)C(C(=O)NC1CCCC1)c1ccc(OC)c(OC)c1 (stereo unspecified),9%,6%,-5%,-3%,7%,-5%,-9%,-1%
O=C1CC(c2ccc(Cl)cc2)CC(O)=C1C=NCCN1CCNCC1 (stereo unspecified),?,3%,21%,-4%,-4%,-9%,-4%,-1%
OCc1c(Cl)nc2ccccn12,10%,-12%,4%,?,-9%,-1%,18%,1%
Cc1c(N/N=C(\C#N)C(=O)c2ccccc2)c(=O)n(-c2ccccc2)n1C,?,-12%,-1%,2%,-3%,-6%,?,2.2µM*[quencher]
COc1ccc(NC(=O)C(=O)NNC(=O)c2cccs2)c(OC)c1,?,2%,-1%,-3%,-2%,-9%,0%,-3%
Cc1cc2cc(CNC(=O)Nc3ccc(Cl)c(Cl)c3)ccc2n1C,-10%,-4%,2%,-9%,-14%,i,-5%,9%
COc1cc(OC)cc(C(=O)NNC(=O)c2cc3c(s2)CCCC3)c1,6%,-3%,4%,?,?,-7%,16%,-1%
Cn1c(C(=O)O)ccc1S(=O)(=O)N1CCCCCC1,-9%,0%,5%,-1%,-10%,i,-3%,-2%
Cc1nn(Cc2ccc([N+](=O)[O-])cc2)c(=O)n1N(C)c1ncc(C(F)(F)F)cc1Cl,-12%,-7%,-1%,-3%,-4%,-7%,.,-4%
COC(=O)c1c(C)nc2ccccc2c1-c1ccccc1,-10%,3%,1%,-6%,-1%,-4%,.,-1%
Cc1ccsc1C1NC(=O)c2c(sc3c2CCCC3)N1 (stereo unspecified),3.2µM*,-6%,-4%,?,?,4%,-5%,-5%
CCN(CC)CC#CC(OC)(c1ccccc1)c1ccccc1,-4%,-12%,20%,?,1%,4%,-20%,-1%
Cc1ccccc1-c1nnn(CC(=O)Nc2sc3c(c2C#N)CCC(C(C)(C)C)C3)n1 (stereo unspecified),-2%,2%,.,.,?,.,.,-4%
O=C(COC(=O)c1cccs1)Nc1nc(-c2ccccc2)cs1,-6%,1%,.,-5%,4%,0%,2%,1%
CCN(CC)C(=S)Sc1c(-c2ccccc2)c2cc(Cl)ccc2[nH]c1=O,-9%,-8%,9%,0%,-6%,-12%,.,-1%
COc1ccc2ccccc2c1/C=N\n1c(C)cc(C)c(C(N)=O)c1=O,-4%,-12%,1%,-3%,1%,-11%,-5%,-3%
Cc1cc(C)nc(NC(=O)C(C)C)n1,-1%,-4%,8%,4%,-10%,i,2%,1%
